# TRHR agonist = qHTS for Small Molecule Agonists and Allosteric Enhancers of Human TRH Receptor: Primary Screen for Agonists | activation, % at 2 µM | 0.18% of 360,000 active | TRHR cells, calcium flux fluo-8, FDSS agonist mode | Thyrotropin-releasing hormone receptor (Homo sapiens), P34981; in the data active means activation above about 30%; further: 0% is about no effect
# Target sequence (P34981 whole entry, looked up): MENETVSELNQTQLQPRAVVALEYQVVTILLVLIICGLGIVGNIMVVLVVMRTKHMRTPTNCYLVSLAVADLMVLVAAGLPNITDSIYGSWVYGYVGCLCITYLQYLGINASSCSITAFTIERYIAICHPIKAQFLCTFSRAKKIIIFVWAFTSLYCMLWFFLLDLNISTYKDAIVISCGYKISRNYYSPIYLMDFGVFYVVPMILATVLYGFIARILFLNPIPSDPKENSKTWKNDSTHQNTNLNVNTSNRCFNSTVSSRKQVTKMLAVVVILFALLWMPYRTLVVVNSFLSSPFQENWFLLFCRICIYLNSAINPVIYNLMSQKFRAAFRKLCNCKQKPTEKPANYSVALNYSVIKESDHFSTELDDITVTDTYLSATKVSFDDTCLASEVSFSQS
#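 Fluo-8-loaded TRHR cells; 10 s baseline, compound added, kinetic Ca2+ fluorescence read 1/s, agonist mode.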
# IDH1 R132H inh = qHTS for Inhibitors of mutant isocitrate dehydrogenase 1 (IDH1): qHTS | Potency, µM (series often up to 76.6 µM), for inactives: top-dose activity change, negative = inhibition, actives largely listed as inhibitors | IDH1-R132H enzyme, NADPH consumption, diaphorase/resazurin fluorescence | 0.093% of 390,000 active; further: potency means the concentration at half of the fitted maximal effect; on the % scale 0 is the no-effect control and ±100 the full control effect; nearly all actives have a fitted effect of over 65% in size
# Target sequence (O75874 whole entry R132H, stated change not applied): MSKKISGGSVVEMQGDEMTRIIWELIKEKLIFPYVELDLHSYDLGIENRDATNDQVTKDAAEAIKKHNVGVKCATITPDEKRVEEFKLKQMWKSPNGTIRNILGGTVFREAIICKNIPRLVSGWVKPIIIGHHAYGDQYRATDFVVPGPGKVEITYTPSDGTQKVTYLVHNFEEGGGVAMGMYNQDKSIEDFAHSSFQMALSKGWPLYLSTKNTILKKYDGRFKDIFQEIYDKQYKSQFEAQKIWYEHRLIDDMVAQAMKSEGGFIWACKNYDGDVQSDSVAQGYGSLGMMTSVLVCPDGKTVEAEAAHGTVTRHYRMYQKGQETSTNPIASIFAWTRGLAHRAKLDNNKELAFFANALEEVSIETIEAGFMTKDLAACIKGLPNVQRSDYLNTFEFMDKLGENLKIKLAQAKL
#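 IDH1-R132H (0.5 ug/mL dispensed) in pH 7.5 Tris buffer was preincubated 30 min with compound, then given a substrate mix of 0.016 mM NADPH and 2 mM alpha-KG for 80 min at room temperature; remaining NADPH was read by diaphorase/resazurin fluorescence.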
# D2 agonist = HTS Assay for Allosteric Agonists of the Human D2 Dopamine Receptor: Primary Screen for Agonists; D(2) dopamine receptor (Homo sapiens), P14416; HEK293 T-REx D2 cells, calcium flux agonist mode; activation, % at 2 µM; 0.53% of 340,000 active; AID 485358, 2010;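 active means activation over 3 SD above normal in the single-dose calcium agonist read, cut at about 30% in these data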; further: 0% is about no effect
#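 In this primary screen, compounds producing a positive calcium signal within 180 s of addition to tetracycline-induced, force-coupled HEK293 Trex D2 cells are flagged; cells are dye-loaded with a no-wash calcium kit beforehand.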
# TrxR1 substrate = qHTS Assay for Substrates of Mammalian Selenoprotein Thioredoxin Reductase 1 (TrxR1): qHTS. purified TrxR1 substrate turnover, NADPH consumption readout. Potency, µM (doses to about 114 µM), for inactives: at the top dose activity change, negative = substrate turnover. 0.01% of 390,000 active; further: potency means the concentration at half of the fitted maximal effect; on the % scale 0 is the no-effect control and ±100 the full control effect; nearly all actives have a fitted effect of over 50% in size
#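 Rat TrxR1, dispensed at 90 nM, was prereduced with 400 uM NADPH (final) for 5 min at ~22 deg C, then incubated with compound 15 min before 400 uM selenite. A first-read NADPH fluorescence drop versus no-compound background flagged substrates.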
# PI4K2A inh = qHTS for small molecular inhibitors of PI4K2A; activity change, negative = inhibition, % at 76.9 µM; AID 1346378, 2018; purified PI4K2A, ADP-Glo luminescence, 1 h; stronger effect = lower value; 0.13% of 420,000 active; in the data active means activity change below about -50%; inconclusive means mostly about -30% to -49%;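 further: -100% = wells without enzyme as full effect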
#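 In this quantitative HTS, ADP production by PI4K2A was quantified luminescently after 1 h at ambient temperature; 100 microM adenosine served as plate-quality control.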
# TRHR enhancer = qHTS for Small Molecule Agonists and Allosteric Enhancers of Human TRH Receptor: Primary Screen for Enhancers | 0.66% of 360,000 active | enhancement, % at 2 µM | Thyrotropin-releasing hormone receptor (Homo sapiens), P34981 | TRHR cells, fluo-8 calcium fluorescence, EC20 TRH enhancement; in the data active means enhancement above about 30%; further: 0% is about no effect
#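 Enhancer read-out: after compound pinning and an initial kinetic agonist-mode read, an EC20 of TRH (10 nM final) was injected and fluo-8 calcium signal (Ex 480/Em 530) followed at 1 s/cycle for 100 cycles in TRHR-expressing cells.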
# D2 antag = HTS Assay for Allosteric Antagonists of the Human D2 Dopamine Receptor: Primary Screen for Antagonists | HEK293 TREx D2 cells, calcium flux, dopamine EC80 | inhibition, % at 10 µM | 2% of 340,000 active | AID 485344, 2010; in the data active means inhibition above about 30%; further: 0% is about no effect
#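 In this primary screen, negative modulation is detected by tracking calcium flux after an EC80 dopamine challenge in inducible HEK293 T-REx D2 cells preexposed to test compound for 180 s.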
# USP1 inh = Inhibitors of USP1/UAF1: Primary Screen; 0.23% of 390,000 active; recombinant USP1/UAF1, Ub-Rhodamine cleavage fluorescence; Potency, µM (titrated, usually from 57.1 µM), inactives show top-dose activity change, negative = inhibition, usual class: inhibitors; Ubiquitin carboxyl-terminal hydrolase 1 (Homo sapiens), O94782; AID 743255, 2014; further: potency means the concentration at half of the fitted maximal effect; on the % scale 0 is the no-effect control and ±100 the full control effect; nearly all actives have a fitted effect of over 60% in size; inactives centre near -12
#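 USP1/UAF1 complex (1 nM) preincubated 15 min at room temperature with compound, then Ub-Rho substrate (150 nM final) added. Kinetic fluorescence at 480/540 nm over 6 reads at 60 s intervals; 50 mM HEPES pH 7.8, 0.5 mM EDTA, 0.1 mg/ml BSA, 1 mM TCEP, 0.01% Tween-20.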
# TrxR1 inh = qHTS Assay for Inhibitors of Mammalian Selenoprotein Thioredoxin Reductase 1 (TrxR1): qHTS | recombinant rTrxR1, NADPH fluorescence consumption, selenite substrate | Thioredoxin reductase 1, cytoplasmic (Rattus norvegicus), O89049 | Potency, µM (series often up to 114 µM), without a hit: top-dose activity change, negative = inhibition, usual class: inhibitors | 1% of 390,000 active; further: potency means the concentration at half of the fitted maximal effect; on the % scale 0 is the no-effect control and ±100 the full control effect; nearly all actives have a fitted effect of over 65% in size
#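 Rat TrxR1 (90 nM in the dispensed reagent) was pre-reduced with 400 uM NADPH for 5 min at room temperature, then incubated with compound for 15 min. After 400 uM selenite was added, NADPH fluorescence (Ex 340/Em 450 nm) was followed for 8 min.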
# * marks the source's active call; other numbers are inactive results; ? = inconclusive; nt = not tested or not shown; & = joins results of further samples; [ ] = dose if it differs, or a comment. Unless noted, the call rests on the fitted dose curve; in most records, active means well fitted inhibition curve with a large enough effect; inconclusive means small, poorly fitted or top-dose-only effect; inactive means no such curve, though single readings can be large or run the other way.
SMILES,TRHR agonist,IDH1 R132H inh,D2 agonist,TrxR1 substrate,PI4K2A inh,TRHR enhancer,D2 antag,USP1 inh,TrxR1 inh
C=CCOc1ccc(Cl)cc1CNC1CCCC1,0.6,-7.8%,0.0,-0.2%,-1.1,1.4,-1.4,-7.5%,23.9%
Cc1ccc(CNC(=O)c2ccc3c(c2)CCN3S(=O)(=O)c2ccc(Br)cc2)cc1,2.1,-5.9%,1.8,-0.3%,-4.0,6.1,nt,-29.4%,29.9%
N#C/C(=C1/CCCCCN1)c1nc2ccccc2s1,0.3,7.2%,0.5,9.1%,-2.9,3.3,-1.4,-1.3%,9.0%
Cc1cc(NC(=S)N(CCCN2CCOCC2)Cc2ccco2)ccc1Cl,0.7,-3.0%,-0.1,6.8%[57.1 µM],7.2,-0.1,-0.8,-20.0%,-0.9%[57.1 µM]
O=c1cc(COc2ccc(Cl)c(Cl)c2)nc2sccn12,-0.9,0.7%,-0.4,2.3%,0.0,-2.3,6.8,1.4%,17.2%
CC(=O)C1C(c2ccccc2OC(F)F)NC(=O)NC1(O)C(F)(F)F (stereo not given),-0.8,6.3%,1.0,3.3%[57.1 µM],1.9,-2.8,8.9,2.2%,-10.8%[57.1 µM]
O=S(=O)(N/N=C\c1ccc2c(c1)OCO2)c1ccc(F)cc1,-0.1,-1.9%,-0.3,1.0%,2.0,0.4,-9.4,-14.7%,23.5%
O=C(NC1CCN(Cc2ccccc2)CC1)C(NS(=O)(=O)c1cccc2nsnc12)c1ccccc1 (stereo not given),-0.7,3.1%,-0.8,-2.3%,0.1,1.1,34.5*,-7.9%,15.3%
COc1ccc(/C(N)=N/OC(=O)Cc2cccs2)cc1OC,2.3,6.8%,6.1,-2.5%,2.8,-0.3,5.7,-13.5%,-3.6%
CC(=O)c1sc2c(c1N)c(=O)[nH]c(=O)n2-c1ccccc1,-2.0,-4.8%,-0.7,-11.6%,1.8,2.6,-16.1,-2.2%,-2.8%[57.1 µM]
Cc1ccc(S(=O)(=O)N(CC(=O)Nc2ccccc2C(=O)O)c2ccccc2C)cc1,0.1,20.5%,-1.3,2.2%[57.1 µM],6.1,-3.4,0.0,-20.6%,1.3%[57.1 µM]
COCCN(C(=S)Nc1cc(C)cc(C)c1)C(C)c1cccnc1 (stereo not given),0.2,3.1%,1.9,-1.7%,-2.1,4.3,-38.0,-14.4%,-5.5%
Cc1cc(Br)ccc1NC(=O)CN(C)C(=O)C1CCN(C(=O)c2ccc(Cl)cc2)CC1,nt,-5.7%,nt,10.5%,-2.2,nt,nt,-2.7%,31.9%
CCOC(=O)C1C(=O)NC(N2CCN(c3ccccc3)CC2)=NC1c1ccccc1 (stereo not given),0.0,0.0%,-0.2,0.3%,0.0,7.9,-6.1,-12.8%,1.0%
O=C(COC(=O)c1cc[n+]([O-])cc1)NCc1ccccc1Cl,0.6,0.4%,nt,-7.8%,1.3,-4.5,nt,-9.8%,22.1%[57.1 µM]
CC(=O)OCC(=O)NCCCOc1cccc(CN2CCCCC2)c1,nt,1.6%,nt,-1.7%,-5.5&1.6,nt,nt,-19.4%,10.8%
COc1ccccc1OCC(=O)Nc1nc2c(s1)CC(C)CC2 (stereo not given),0.0,10.5%,-1.5,-3.7%,-2.4,-2.1,nt,?,13.9%
O=C(COC(=O)/C=C/c1cccc([N+](=O)[O-])c1)NCc1ccc2c(c1)OCO2,-0.6,1.6%,-3.5,5.7%[57.1 µM],-3.8,25.1,-5.1,-4.9%,15.2%[57.1 µM]
CC(=O)c1ccc(N2CCN(c3ncnc4c3cnn4C)CC2)cc1,-0.1,20.1%,-0.4,0.9%[57.1 µM],-8.4,-1.1,nt,-24.7%,12.6%[57.1 µM]
Cc1cccc(-n2cc(-c3ccc([N+](=O)[O-])cc3)[nH]c2=S)c1,1.3,-1.8%,1.2,12.0%[57.1 µM],-2.5,1.6,7.5,-6.5%,10.4%[57.1 µM]
CC(=O)Nc1nc(C)c(Oc2ccc(C)cc2)c(=O)[nH]1,-1.2,0.0%,-0.3,3.0%,3.2,0.3,-2.9,-13.7%,17.8%
C/C(=N/NC(=O)c1ccc(C)nc1)c1ccc2c(c1)CCCC2,-0.3,4.8%,0.1,5.1%[57.1 µM],-1.8,6.0,-4.6,-18.9%,2.8%[57.1 µM]
O=C(N/N=C/c1cccc(C(F)(F)F)c1)C1CCN(c2ncc(C(F)(F)F)cc2Cl)CC1,0.3,-0.8%,0.5,-6.0%,1.2,17.8,2.9,-16.0%,15.3%
Cc1ccc(S(=O)(=O)NC(CC(=O)O)c2ccccc2)c(C)c1 (stereo not given),nt,-1.2%,nt,9.8%,-1.5,nt,nt,-5.7%,31.9%

# A different layout for part of the listing above:
compound: O=C(COC(=O)c1cc[n+]([O-])cc1)NCc1ccccc1Cl
  TRHR agonist: 0.6
  IDH1 R132H inh: 0.4%
  D2 agonist: nt
  TrxR1 substrate: -7.8%
  PI4K2A inh: 1.3
  TRHR enhancer: -4.5
  D2 antag: nt
  USP1 inh: -9.8%
  TrxR1 inh: 22.1%[57.1 µM]

compound: CC(=O)OCC(=O)NCCCOc1cccc(CN2CCCCC2)c1
  TRHR agonist: nt
  IDH1 R132H inh: 1.6%
  D2 agonist: nt
  TrxR1 substrate: -1.7%
  PI4K2A inh: -5.5&1.6
  TRHR enhancer: nt
  D2 antag: nt
  USP1 inh: -19.4%
  TrxR1 inh: 10.8%

# The listing continues.
SMILES,TRHR agonist,IDH1 R132H inh,D2 agonist,TrxR1 substrate,PI4K2A inh,TRHR enhancer,D2 antag,USP1 inh,TrxR1 inh
C=CCN(C(=O)CCC(=O)Nc1cc(C)on1)C(C(=O)NC(C)(C)C)c1ccc(OC)cc1 (stereo not given),0.4,19.3%,17.7,14.3%[57.1 µM],3.8,6.0,-11.9,-13.4%,46.1%[activator][57.1 µM]
Cc1nc(N2CCCC2)c2c(C(=O)Nc3cccc(Cl)c3C)c(C)oc2n1,-1.2,-13.4%,0.3,-9.6%,0.9,-12.7,nt,-25.0%,1.7%
C=C(C)Cn1c(SCC(=O)Nc2cccc(C)c2)nc2sc3c(c2c1=O)CCCC3,-2.0,0.9%,-2.3,-5.4%,-17.7,-5.1,nt,?,-16.0%
COCc1cc(C)c(C#N)c(=S)[nH]1,0.0,3.6%,0.3,8.6%,-1.6,-5.0,-1.3,-25.8%,-6.2%
CCn1c(COC(=O)CNC(=O)c2cc(OC)c(OC)c(OC)c2)nc2cc(S(=O)(=O)N(C)C)ccc21,0.5,-3.1%,0.0,1.9%,-1.5,-0.2,-7.8,-6.0%,10.3%
O=C(COc1ccc(Br)cc1)N1CCN(c2ccccc2)CC1,0.5,0.1%,0.4,-2.4%,1.5,-2.0,23.5,-18.1%,1.3%
N#CCCn1cc(/C=C2\NC(=S)N(c3ccccc3)C2=O)c(-c2ccc(-c3ccccc3)cc2)n1,-0.1,16.3%,0.5,3.1%,-3.7,0.6,0.6,-7.8%,27.2%[57.1 µM]
CCOc1ccc(C(CCc2ccccc2)NC(=O)c2ccccc2OC)cc1OCC (stereo not given),3.0,0.5%,2.3,4.4%[2.29 µM],5.7,-0.5,15.8,-19.9%,3.0%[2.29 µM]
COc1cccc(CN2CCN(S(=O)(=O)c3ccc(Br)cc3)CC2)c1,-0.1,-4.2%,-0.6,4.9%,0.8,-0.4,-12.8,-11.8%,18.6%
Cc1cccc(OCC(=O)Nc2ccc(Cl)c(-c3nc4ncccc4o3)c2)c1C,1.4,-8.6%,0.8,5.1%,-3.5,6.5,nt,-27.2%,17.8%
O=C(c1cc(=O)[nH]c2ccccc12)N1CC=C(c2ccccc2)CC1,-0.6,2.2%,0.2,-0.1%,1.5,1.5,-2.4,-0.8%,-12.3%
Cc1ccc(NC(=O)CCc2nnc3ccc(N4CCC5(CC4)OCCO5)nn23)nc1,0.9,3.3%,nt,12.5%,-8.5,6.7,nt,-13.0%,45.5%
CCN(CC)S(=O)(=O)c1ccc(Oc2ccc(S(=O)(=O)N(CC)CC)cc2)cc1,2.1,3.4%,1.6,3.6%,2.6,-2.0,12.1,-16.4%,25.1%
O=c1c2c3c(sc2nc2n1CCCC2)CCCCC3,0.0,4.0%,-0.2,-9.5%,1.3,-2.5,-6.2,-12.8%,-13.9%
CC(=O)c1c(C)[nH]c(C(=O)OCC(=O)Nc2cccc(S(=O)(=O)N(C)C)c2)c1C,0.6,2.1%,0.2,-9.8%,0.9,5.1,1.6,-17.8%,-3.4%
COC(=O)Cn1cnc2c(C#N)c3n(c2c1=O)CCCCC3,-0.1,-0.7%,0.4,4.2%,-4.1,5.9,1.4,-8.0%,21.8%
CC(=O)C1=C(O)C(=O)N(c2cccc(Br)c2)C1c1ccccc1Cl (stereo not given),0.1,-6.4%,1.4,-2.9%,3.3,7.0,7.1,-12.1%,11.4%
O=C(CN1CCCc2ccccc21)NCCc1ccc(Cl)cc1,0.3,6.2%,-0.4,4.8%[57.1 µM],2.9,-0.1,16.5,-15.2%,21.3%[57.1 µM]
COc1ccccc1OCC(=O)NNC(=O)c1ccc(F)c(S(=O)(=O)N2CCOCC2)c1,nt,5.8%,nt,-7.3%,-4.3,nt,nt,-13.8%,-7.1%
CC(=O)N[C@H](Cc1c[nH]c2ccccc12)C(=O)O,nt,8.5%,nt,2.9%,-1.0,nt,nt,-28.7%,14.2%

# Compound activity as filed in PubChem BioAssay.
